High-throughput results: PubChem, National Center for Advancing Translational Sciences (NCATS)
IL1B secr inh: qHTS for Inhibitors of Inflammasome Signaling: IL-1-beta AlphaLISA Primary Screen; 4.7% of 360,000 active; activity change, % at 57.5 µM; THP-1 LPS/ATP IL-1B secretion, AlphaLISA, 16 h; stronger effect = lower value; in the data active means activity change below about -50%; inconclusive means mostly about -30% to -49%; further: on the % scale 0 is the no-effect control and ±100 the full control effect
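THP-1 cells pretreated 1 hr with compounds (up to 57.5 uM final), then stimulated with LPS (250 ng/mL final) plus ATP (1.25 mM final); secreted IL-1B measured by AlphaLISA after 16 hr, decreased signal indicating inhibition.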
KB-3-1 cytotox: qHTS assay for MDR1-selective chemotherapeutics: Primary screen using the parental adenocarcinoma cell KB-3-1. KB-3-1 viability, CellTiter-Glo ATP luminescence, 72 h. Potency, µM (doses to about 46.1 µM), for the others: at the highest dose activity change, negative = cytotoxic, usual class: cytotoxic. 1.4% of 400,000 active. AID 1347075, 2019; further: potency means the concentration at half of the fitted maximal effect; on the % scale 0 is the no-effect control and ±100 the full control effect; nearly all actives have a fitted effect of over 60% in size
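Cytotoxicity in the drug-sensitive parental line KB-3-1 was scored as loss of CellTiter-Glo luminescence following 72 h incubation with compound. Values come from curve fitting of normalized concentration-response data.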
SW480 rerep: A quantitative high throughput screen for small molecules that induce DNA re-replication in SW480 colon adenocarcinoma cells | Potency, µM (highest dose often 46.1 µM), for inactives: at the top dose re-replication activation, usual class: activators | 1.8% of 340,000 active | SW480 DNA re-replication, Hoechst DNA content imaging, 48 h; further: potency means the concentration at half of the fitted maximal effect; % of control where 0% means no effect; nearly all actives have a fitted effect of over 55% in size
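Treated cells incubate 48 hr (37 C, 5% CO2), are stained 40 min with Hoechst, and nuclear fluorescence is enumerated; a rise in nuclei with high DNA signal marks re-replication.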
MCF10A rerep: A quantitative high throughput screen for small molecules that induce DNA re-replication in MCF 10a normal breast cells; MCF 10A DNA re-replication, Hoechst nuclear intensity, 48 h; Potency, µM (series often up to 46.1 µM), for inactives: top-dose activity, positive = re-replication, actives largely listed as activators; 2.9% of 350,000 active; further: potency means the concentration at half of the fitted maximal effect; % of control where 0% means no effect; nearly all actives have a fitted effect of over 50% in size
S2 tox: Viability Counterscreen for Primary qHTS for Inhibitors of ATXN expression. S2 cells (HEK-293 line with an ATXN2-luciferase reporter) viability, CellTiter-Fluor protease fluorescence, 24 h. Potency, µM (highest dose often 56.7 µM), actives largely listed as cytotoxic. 0.49% of 400,000 active. AID 651635, 2014; further: potency means the concentration at half of the fitted maximal effect; nearly all actives have a fitted effect of over 40% in size
HT1080-NT tox: qHTS for induction of synthetic lethality in tumor cells producing 2HG: qHTS for the HT-1080-NT fibrosarcoma cell line. HT-1080-NT fibrosarcoma viability, CellTiter-Glo ATP luminescence, 48 h. Potency, µM (series often up to 46.1 µM), for inactives: at the top dose activity, negative = less viability, most hits filed as cytotoxic. 1.6% of 360,000 active. AID 686970, 2013;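 further: NT is the 2HG producing partner of a matched IDH1 knockdown line; potency means the concentration at half of the fitted maximal effect; 0% = DMSO-treated cells and -100% = media-only wells without cells; nearly all actives have a fitted effect of over 55% in size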
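Fibrosarcoma NT cells, 750 per well in 5% FBS RPMI, were exposed to compound for 48 hours. Viability: CellTiter-Glo luminescence.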
ATXN2 expr inh: Primary qHTS for Inhibitors of ATXN expression. HEK-293 ATXN2-luciferase reporter, luminescence, 24 h. 0.72% of 360,000 active. Potency, µM (series often up to 57 µM), inactives show at the highest dose activity change, negative = inhibition, hits mostly inhibitors; further: potency means the concentration at half of the fitted maximal effect; on the % scale 0 is the no-effect control and ±100 the full control effect; nearly all actives have a fitted effect of over 55% in size
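ATXN2-luciferase reporter cells (luciferase flanked by upstream and downstream ATXN2 gene portions) were treated 24 h at 37 °C with compounds at up to 57 uM. SteadyGlo luminescence gave expression; GF-AFC fluorescence gave viability.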
HT1080 IDH1KD tx: qHTS for induction of synthetic lethality in tumor cells producing 2HG: qHTS for the HT-1080-IDH1KD cell line. HT-1080 IDH1 knockdown viability, ATP luminescence, 48 h. Potency, µM (series often up to 46.1 µM), inactives show at the top dose activity, negative = toxicity, usual class: cytotoxic. 2% of 360,000 active. AID 686971, 2013;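 further: potency means the concentration at half of the fitted maximal effect; 0% = DMSO wells and -100% = cell-free medium wells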
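Cytotoxicity counter-line: IDH1KD HT-1080, 48 h, CellTiter-Glo. Curves classed by r2, magnitude and activity.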
HepG2 viability: qHTS for Inhibitors of TGF-b: Cytotox Counterscreen; HepG2 CAGA-GFP viability, ATP luminescence, 18 h; Potency, µM (series often up to 46.1 µM), for the others: at the highest dose activity change, negative = cytotoxicity, most hits filed as cytotoxic; 0.76% of 410,000 active; AID 588856, 2011; further: potency means the concentration at half of the fitted maximal effect; some results filed as inactive show a strong effect at the top dose
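CellTiter-Glo luminescence gave cytotoxicity after 18 hours at 37 degrees C. The cells were HepG2 CAGA-GFP in 1% FBS DMEM, stimulated with 500 pg/mL TGF-beta after compound addition. %Activity was normalised to no-cell wells (complete cell-killing) and DMSO (no toxicity), and curves were fitted and classified.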
* = called active by the depositor; i = inactive; ? = inconclusive; nt = not tested or not shown; & = joins results of further samples; [ ] = another dose, or the depositor's remark. Unless noted, the call rests on the fitted dose curve; in most records, active means well fitted curve in the direction sought with a large enough effect; inconclusive means small, poorly fitted or top-dose-only effect, or another doubt; inactive means no such curve, though single readings can be large; an effect the other way counts as inactive or inconclusive.

SMILES	IL1B secr inh	KB-3-1 cytotox	SW480 rerep	MCF10A rerep	S2 tox	HT1080-NT tox	ATXN2 expr inh	HT1080 IDH1KD tx	HepG2 viability
COc1ccc2c(CC(=O)Nc3ncc(C)s3)coc2c1	-15	?	?	11%	i	-6%	?	-6%	-24%
CCOc1ccccc1N=C1NC(=O)CS1	-1	2%	-32%	?	i	0%	4%	11%	0%
Cc1cc(Nc2cc(Cl)ccc2C)n2nc(-c3ccccc3)nc2n1	nt	18%	nt	nt	i	nt	-9%	nt	3%
Cc1cnc(C(=O)N2CCCC(N3CCN(c4ccccc4C)CC3)C2)cn1 (stereo unspecified)	13	17%	0%	-2%	?	12%	-7%	17%	4%
COc1cc2cc(/C=C/C(=O)c3ccco3)c(Cl)nc2cc1OC	35	?	21µM*	23µM*	i	?	-7%	-27%	13µM*
C=CCN1C(=O)C(Cc2ccc(SC(F)F)cc2)SC1=Nc1ccc(C(=O)O)cc1 (stereo unspecified)	?	-3%	4%	-4%	i	-1%	-12%	-3%	-10%
COc1ccc(CC(=O)N2CCN=C2SCc2ccc([N+](=O)[O-])cc2)cc1	nt	?	-22%	20%	?	-25%	-9%[11.3 µM]	-29%	-21%
CCc1ccc(OCC(=O)Nc2ccc(Cl)c(-c3nc4cc(C)cc(C)c4o3)c2)cc1	nt	-3%	nt	nt	i	nt	5%	nt	-6%
CCN(CC)CCN1C(=O)C(=O)/C(=C(/O)c2c(C)[nH]c(C(=O)OC)c2C)C1c1ccc(OC)cc1 (stereo unspecified)	?	-1%	-2%	1%	i	-3%	-2%	1%	-25%
CC(C)(C)C1CCC(OCC(O)CN2CCCC2)CC1 (stereo unspecified)	15	4%	-6%	7%	i	-1%	-3%	6%	-3%
C#CC[N+]1(CC#Cc2ccccc2)CCOCC1	-3	1%	-2%[9.22 µM]	-9%	i	-1%	6%	0%	6%
O=C(CCCn1c(=O)[nH]c2cc(Cl)ccc2c1=O)NC1CCCCCCC1	0	2%	0%	10%	i	21%	-10%	20%	-5%
Cc1c(NC(=O)C(C)OC(=O)CC2Sc3ccccc3NC2=O)c(=O)n(-c2ccccc2)n1C (stereo unspecified)	8	10%	-21%	-1%	nt	-6%	nt	-2%	-3%
CCCN(C(=O)c1cn(CC)c2nc(C)ccc2c1=O)c1c(N)n(Cc2ccccc2)c(=O)[nH]c1=O	-3	7%	-3%	-2%	i	12%	-16%	13%	10%
Cc1ccc(-n2c(=O)c3sccc3n(Cc3cc(=O)n4ccccc4n3)c2=O)cc1	0	?	?	-80%[inhibitor]	i	0%	0%	-6%	9%&-26%
COc1cccc(-c2ccnc3[nH]n(-c4ccccc4)c(=O)c23)c1	-6	2%&6%	-1%	0%	i	8%	6%	5%	-6%&5%
CCCCOP(=O)(c1ccc(N(C)C)cc1)C(O)c1cc(OC)c(OC)c(OC)c1 (stereo unspecified)	9	4%	-6%	5%	i	28%	-11%	17%	7%
CC(NC(=O)COc1ccc(Br)cc1)C1CCCO1 (stereo unspecified)	i	5%	?	-2%	i	2%	-18%	-2%	33%
Cc1cc(C)cc(NC(=S)N(CCN(C)C)Cc2cccs2)c1	?	14%	1%	-3%	i	-5%	-17%	-5%	2%
NS(=O)(=O)c1ccc(CCNc2nc(CN3CCOCC3)nc3sc4c(c23)CCC4)cc1	-6	3%	-5%	11%	i	1%	-5%	-12%	-7%
CCCCCCCCCCCC(=O)NC(Cc1ccc(OC)c([N+](=O)[O-])c1)C(=O)O (stereo unspecified)	nt	-8%	-25%	-22%	i	-17%	17%	?	-21%
CCCCNC(=S)NNC(=O)c1ccoc1C	0	3%	0%	?	i	10%	24%	5%	0%
CC(=O)N1CCN(S(=O)(=O)c2cccc(C(=O)Nc3nccs3)c2)CC1	30	-7%	-1%	-6%	i	-4%	nt	-3%	-33%
COc1cccc(-c2nn(Cc3ccccc3)cc2CO)c1	2	-3%	-9%	-1%	i	-15%	59%[activator]	-12%	6%
CC1(C(=O)O)CC(C)(C(=O)O)CC(C)(C(=O)O)C1 (stereo unspecified)	20	2%	1%[9.22 µM]	18%	i	19%	-9%	2%	-36%
Nn1c(CN2CCCCC2)nc2ccccc2c1=O	17	2%	-3%	-2%	i	18%	6%	2%	7%
O=C(O)c1cccc(NC(=S)NC(NC(=O)c2ccccc2[N+](=O)[O-])C(Cl)(Cl)Cl)c1 (stereo unspecified)	14	0%	-8%	1%	i	7%	6%	-1%	0%
COc1ccc(OCc2cc(C(=O)N3CCCC(CO)C3)no2)c2ccccc12 (stereo unspecified)	-12	nt	?	15%	?	-12%	51%[activator]	0%	-3%
O=C(NC1CCCCCC1)C1CCCN(c2ncccn2)C1 (stereo unspecified)	11	8%	-1%	7%	i	-1%	20%	0%	-12%
COc1ccccc1-c1nnc2n1N=C(c1ccc(OC(F)F)c(OCC3CC3)c1)CS2	nt	0%	?	?	i	nt	-7%	nt	-25%

Structures above that bear a hit mark in SW480 rerep.
| smiles | IL1B secr inh | SW480 rerep |
| --- | --- | --- |
| COc1cc2cc(/C=C/C(=O)c3ccco3)c(Cl)nc2cc1OC | 35 | 21µM* |

The list goes on:
SMILES	IL1B secr inh	KB-3-1 cytotox	SW480 rerep	MCF10A rerep	S2 tox	HT1080-NT tox	ATXN2 expr inh	HT1080 IDH1KD tx	HepG2 viability
CCC(=O)Oc1ccc(-c2nc(-c3cccnc3)no2)cc1	-5	-7%	1%	-3%	i	?	8%	-14%	-45%
COC(=O)CCCC1=CC2=CC(=O)C(C)(OC(=O)c3cccs3)C(=O)C2=CN1c1ccccc1 (stereo unspecified)	10	2%	-1%	2%	i	8%	8%	7%	-3%
Cc1nnc(NC(=O)c2nc(SCc3ccccc3F)ncc2Cl)s1	nt	0%	nt	nt	i	nt	16%	nt	8%
Cc1[nH]nc2c1C1(CCC(c3ccccc3)CC1)C(C#N)=C(N)O2 (stereo unspecified)	-14	-1%	-1%	-9%	i	-14%	-8%	-26%	-7%
CCCCC1(CC)C(=O)NC(=O)NC1=Nc1ccc(OC)cc1 (stereo unspecified)	4	15%	0%	0%	i	-2%	15%	7%	-20%
COc1ccc(S(=O)(=O)N(C)C[C@H]2Oc3ccc(NC(=O)NC4CCCCC4)cc3C(=O)N([C@H](C)CO)C[C@@H]2C)cc1	?	3%	-4%	-7%	i	-7%	0%	0%	-22%
Cc1ccc(C(=O)N2CCN(C(=O)c3ccccc3)C2c2ccc(N(C)C)cc2)cc1 (stereo unspecified)	-4	0%	-33%[inhibitor]	?	i	-1%	0%	3%	-8%
CCc1cccc(C)c1NC(=O)CSc1nnc(C)o1	21	-1%	-4%	0%	i	13%	3%	13%	3%
O=C(NCCNCCO)C1(C(F)(F)F)C/C(=C\Cc2ccccc2)CCCO1 (stereo unspecified)	-1	-1%	1%	-22%	i	0%	7%	1%	-20%&-20%
COCc1nc2ccccc2n1CCc1ccccc1	20	-6%	-1%	-13%	i	0%	nt	-5%	-6%
O=C(CSc1ncn[nH]1)NNC(=O)c1ccccc1	5	-1%	-81%[inhibitor]	15%	i	9%	3%	6%	6%
NC(=O)c1cc(S(=O)(=O)N2CCOCC2)ccc1N1CCCC1	12	-6%	-5%	3%	i	?	0%	1%	0%
CC(=O)c1c(COC(=O)c2ccc(Cl)cc2)nc2ccccc2[n+]1[O-]	15	18%	?	-1%	i	18%	-7%	4%	-9%
COc1ccccc1CNS(=O)(=O)c1cccc2nsnc12	14	-4%	?	1%	i	-3%	-6%	-15%	-23%
CCSc1nc(-c2cccc(Cl)c2)nc2c1Cc1c(CO)cnc(C)c1O2	nt	-7%	nt	nt	i	nt	-4%	nt	-11%
CCN(CC(=O)NCc1ccc(F)cc1)C(=O)c1ccc(COc2ccccc2)cc1	-3	12%	9%	0%	i	-16%	15%	-21%	4%
O=C(Nc1ccc(Cl)cc1)C1C2CCC3C(CCC21)C3(Cl)Cl (stereo unspecified)	-23	-9%	6%	?	i	-11%	-3%	?	-13%
O=C(CSc1nnc(CNC(=O)c2cccc(C(F)(F)F)c2)o1)NC1CCCC1	9	21%	-2%	2%	i	15%	0%	12%	-18%
Cc1ccc(-c2nnn3c2nc(Cl)c2ccccc23)cc1	-75*	-8%	?	4.1µM*	i	-7%	39%	0%	-8%
Cc1ccc2c([N+](=O)[O-])c(C)ccc2n1	2	-1%	0%	4%	i	3%	-16%	-1%	3%
CC1=C(C(=O)OC(C)C)C(c2ccccc2)NC(=S)N1C (stereo unspecified)	-6	-19%	?	-1%	i	-10%	-4%	?	6%
CCc1nnc(NC(=O)C2c3ccccc3Oc3ccccc32)s1	0	1%	?	?	i	-8%	-9%	-13%	1%
CCn1nnnc1SCC(=O)c1ccc(C)cc1C	28	7%	-1%	1%	i	4%	11%	-1%	-23%

Sorted by formula weight (descending): part of the list above.
SMILES	IL1B secr inh	KB-3-1 cytotox	SW480 rerep	MCF10A rerep	S2 tox	HT1080-NT tox	ATXN2 expr inh	HT1080 IDH1KD tx	HepG2 viability
O=C(Nc1ccc(Cl)cc1)C1C2CCC3C(CCC21)C3(Cl)Cl (stereo unspecified)	-23	-9%	6%	?	i	-11%	-3%	?	-13%
COc1ccccc1CNS(=O)(=O)c1cccc2nsnc12	14	-4%	?	1%	i	-3%	-6%	-15%	-23%
CCn1nnnc1SCC(=O)c1ccc(C)cc1C	28	7%	-1%	1%	i	4%	11%	-1%	-23%

Some values from above.
`NC(=O)c1cc(S(=O)(=O)N2CCOCC2)ccc1N1CCCC1` in KB-3-1 cytotox → -6%
`CC(=O)c1c(COC(=O)c2ccc(Cl)cc2)nc2ccccc2[n+]1[O-]` in HepG2 viability → -9%
